# proKLK7 act = proKLK7 zymogen activators, primary screen, biochemical, fluorescence intensity; Kallikrein-7 (Homo sapiens), P49862; actives 0.9% (n = 370,000); activation, % at 7 µM; AID 652039, 2013; purified proKLK7, EDANS-DABCYL substrate fluorescence; 100% is mature enzyme control, 0% vehicle;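 active = activation above the mean of all tested compounds plus 3 SD, computed per campaign excluding outliers beyond control limits, cut at about 13% in these data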
# Target sequence (P49862 whole entry, looked up): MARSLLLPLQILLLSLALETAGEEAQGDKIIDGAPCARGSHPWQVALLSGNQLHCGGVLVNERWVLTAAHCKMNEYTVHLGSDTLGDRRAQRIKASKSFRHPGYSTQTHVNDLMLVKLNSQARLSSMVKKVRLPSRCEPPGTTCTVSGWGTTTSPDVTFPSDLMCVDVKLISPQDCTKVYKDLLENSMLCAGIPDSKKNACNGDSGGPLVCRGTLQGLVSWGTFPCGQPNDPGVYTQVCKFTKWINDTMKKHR
# PLCb3 inh = human PLC-beta3 inhibitors, primary screen, biochemical, fluorescence. 1-phosphatidylinositol 4,5-bisphosphate phosphodiesterase beta-3 (Homo sapiens), Q01970. Purified PLC-beta3, fluorogenic substrate. inhibition, % at 12.2 µM. actives 0.18% (n = 370,000); in the data active = inhibition above about 11%;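 note: 0% = median of compound wells on plate and 100% = full blocker control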
# ASAP1 inh = inhibitors of human ASAP1 ArfGAP activity, primary screen, biochemical, fluorescence polarization; ASAP1-stimulated ARF1 GTP hydrolysis, GDP FP detection; Arf-GAP with SH3 domain, ANK repeat and PH domain-containing protein 1 (Homo sapiens), …; inhibition, % at 16.5 µM; actives 0.19% (n = 360,000); AID 624377, 2012; in the data active = inhibition above about 25%;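 note: 0% = vehicle with enzyme and substrate and 100% = no enzyme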
# Target sequence (Q9ULH1 325-724 limits assumed): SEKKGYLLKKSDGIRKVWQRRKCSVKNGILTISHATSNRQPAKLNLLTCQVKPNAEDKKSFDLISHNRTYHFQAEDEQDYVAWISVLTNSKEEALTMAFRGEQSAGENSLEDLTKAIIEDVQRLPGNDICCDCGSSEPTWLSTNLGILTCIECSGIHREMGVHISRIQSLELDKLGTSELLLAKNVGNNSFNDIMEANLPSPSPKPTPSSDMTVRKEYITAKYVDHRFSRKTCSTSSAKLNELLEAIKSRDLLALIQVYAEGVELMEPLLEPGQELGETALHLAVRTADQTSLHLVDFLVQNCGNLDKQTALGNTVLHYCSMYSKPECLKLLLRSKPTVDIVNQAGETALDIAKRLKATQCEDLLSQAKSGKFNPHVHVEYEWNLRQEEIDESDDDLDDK
# Tn6 DDE FP = inhibitors of Tn6 peptide binding to fibrin DD(E), primary screen, biochemical, fluorescence polarization, human fibrin, Tn6 probe; Fibrinogen beta chain (Homo sapiens), P02675; Fibrin DD(E) TRITC-Tn6 fluorescence polarization displacement; inhibition, % at 8.3 µM; actives 0.21% (n = 370,000); AID 720509, 2013;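 active = inhibition above a per-campaign cutoff: mean of compounds within control limits plus 3 SD, cut at about 15% in these data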;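 note: 0% = median of all compound wells on the plate and 100% = blocking peptide control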
# Rev-erbA mod = modulators of Rev-erb alpha DNA binding, primary screen, biochemical, FITC-DNA, fluorescence polarization, uHTS; Rev-erbα–FITC-DNA binding, 90 min; actives 0.79% (n = 370,000); Nuclear receptor subfamily 1 group D member 1 (Homo sapiens), P20393; activity, % at 10 µM;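 active = activity above about 14%, limit read from the data; passing the limit was not always enough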;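 note: 0% = DMSO wells with 35 nM protein and 100% = DMSO wells with 750 nM protein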
# sPLA2-III inh = human group III sPLA2 inhibitors, primary screen, biochemical, QFRET, BODIPY PC-A2 liposome substrate | Group 3 secretory phospholipase A2 (Homo sapiens), Q9NZ20 | QFRET BODIPY PC-A2 liposome hydrolysis, fluorescence | inhibition, % at 12.2 µM | actives 0.56% (n = 370,000) | AID 743126, 2013;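 active = inhibition above mean plus 3 SD of compounds lying within the high and low control bounds, cut at about 19% in these data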;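 note: 0% = median of test compound wells and 100% = no enzyme DMSO wells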
# PLCg1 inh = PLC-gamma1 enzyme inhibitors, primary screen, biochemical, fluorescence, purified enzyme; 1-phosphatidylinositol 4,5-bisphosphate phosphodiesterase gamma-1 (Homo sapiens), P19174; fluorogenic substrate; inhibition, % at 12.2 µM; actives 0.84% (n = 370,000); in the data active = inhibition above about 9.5%
# ARFGAP1 inhibitor = inhibitors of rat ARFGAP1 GAP activity, primary screen, biochemical, fluorescence polarization, GDP tracer | ADP-ribosylation factor GTPase-activating protein 1 (Rattus norvegicus), Q62848 | actives 0.26% (n = 360,000) | AID 651572, 2012 | inhibition, % at 16.5 µM | Arfgap1-stimulated ARF1 GTP hydrolysis, GDP FP detection;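 active = inhibition above a per-plate limit, mean inhibition of low control wells plus 3 SD, cut at about 25% in these data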;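 note: 0% = DMSO wells with enzyme and 100% = wells lacking Arfgap1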
# Target sequence (Q62848 1-136 limits assumed): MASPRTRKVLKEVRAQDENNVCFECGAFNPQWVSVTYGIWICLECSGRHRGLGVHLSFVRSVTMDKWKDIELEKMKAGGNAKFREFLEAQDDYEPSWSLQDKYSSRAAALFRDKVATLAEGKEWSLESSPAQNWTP
#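 Material: truncated rat Arfgap1 GAP domain; Incubation: compound-enzyme preincubation 20 min, reaction 120 min, detection 60 min, 25 °C; Read-out: percent inhibition of Arfgap1-stimulated GTP hydrolysis; Technique: FP, GDP Alexa 633 tracer displaced from anti-GDP antibody, 620/688 nm; Controls: No-Arfgap1 wells (100%) versus DMSO full-reaction wells (0%); Replication: single well per compound.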
# UHRF1 binding = UHRF1 methylated DNA binding inhibitors, primary screen, counter-screen for MBD2 inhibitor project, biochemical, TR-FRET, human UHRF1, single concentration; E3 ubiquitin-protein ligase UHRF1 (Homo sapiens), Q96T88; UHRF1 binding to methylated oligo; inhibition, % at 4.4 µM; actives 0.75% (n = 370,000); in the data active = inhibition above about 21%;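 note: UHRF1 SRA domain binding a hemimethylated CpG hairpin DNA probe; 0% = median of test compound wells and 100% = reference inhibitor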
# DDE Tn7 FP inh = inhibitors of Tn7 peptide binding to fibrin DD(E), primary screen, biochemical, fluorescence polarization, human fibrin, Tn7 probe. inhibition, % at 8.3 µM. actives 0.13% (n = 370,000). Fibrinogen beta chain (Homo sapiens), P02675. FP displacement of FITC-Tn7 peptide from fibrin DD(E); 0% = median of compound wells per plate. AID 720508, 2013;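 active = inhibition above the mean of compounds falling within the control limits plus 3 SD of them, cut at about 14% in these data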;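 note: 0% = plate median of compound wells and 100% = 10 µM Aha-Tn7 peptide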
#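 Assay system: Fibrin-DD(E) protein isolated from polymerized human fibrin clots; read-out basis: percent inhibition; medium: Tris/NaCl/CaCl2 buffer, pH 7.8; signal: FP measurement; incubation: 10 min plus 3 h, room temperature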
# * = called active by the depositor.
Compound	proKLK7 act	PLCb3 inh	ASAP1 inh	Tn6 DDE FP	Rev-erbA mod	sPLA2-III inh	PLCg1 inh	ARFGAP1 inhibitor	UHRF1 binding	DDE Tn7 FP inh
Cc1cccc(C(=O)NCc2nnc(SCC(=O)NC3CCCC3)n2C)c1	-0.1	2	5	-4	-3	1	3	2	0	1
COc1ccc(CN(CC(=O)NC2CCCCC2)C(=O)CCCC(=O)Nc2ccccn2)cc1	0.9	-2	-7	4	4	-7	0	-1	-1	-4
Cc1ccc2nc(N3CCN(c4ccccc4)CC3)c(C=O)c(=O)n2c1	0.6	-6	-12	-2	4	2	-9	-8	6	-2
Cc1ccc(SCCNC(=O)c2ccc([N+](=O)[O-])c(C)c2)cc1	0.0	-9	5	2	2	-4	1	13	2	-4
Cc1ccc(OCC(=O)NNC(=O)CCc2ccccc2)c(Br)c1	0.0	-6	-10	2	-1	-24	0	-5	-2	-3
CC(NS(=O)(=O)c1ccc(CCC(=O)N2CCN(C)CC2)cc1)c1ccccc1 (configuration not stated)	-0.2	2	-3	0	-3	-2	2	-4	0	-3
F[B-](F)(F)c1cc2ccccc2s1	-0.1	-1	-9	-2	-7	-9	4	-2	1	-2
Cc1ccc(OCC(=O)Nc2ccc(C)c(S(=O)(=O)N3CCCCC3)c2)c([N+](=O)[O-])n1	0.7	1	-3	1	0	-9	0	9	0	4
OC(C#CCN1CCOCC1)c1cccs1 (configuration not stated)	-0.2	1	6	6	0	5	1	7	-1	-2
COC(=O)c1cc2occc2n1Cc1nc(-c2ccccc2C)oc1C	1.8	-14	-3	1	-2	1	-11	-4	-2	-3
Cc1snc(SCc2ccc(Cl)cc2)c1C#N	-0.2	-3	-4	-8	4	8	5	-10	2	-2
O=C(CSc1ccc(-c2ccccc2)nn1)N1CCCCC1	-0.1	-8	-6	5	5	5	-4	11	1	1
CCCCOc1ccc(C(C)NC(=O)CCS(=O)(=O)Cc2ccccc2Cl)cc1 (configuration not stated)	-0.2	0	-5	-2	2	7	1	4	5	8
CCC1NC(=O)c2cc3ccccc3cc2-n2c1nc1cc(F)ccc1c2=O (configuration not stated)	-0.1	1	5	6	4	2	-2	-4	0	5
CCCCn1c(N)c(N(CCOC)C(=O)C2CCN(c3ncnc4sc(C)c(C)c34)CC2)c(=O)[nH]c1=O	0.1	-7	-5	-10	1	-1	-5	2	0	4
CCOc1ccc(NC(=O)CSC2=NCCN2)cc1	-0.9	3	1	-2	-4	10	3	14	-2	4
CSCCC(NC(=O)c1cccc(C)c1)C(=O)Nc1sccc1C(N)=O (configuration not stated)	0.1	-13	0	3	5	5	-4	-5	2	-3
Cc1ccccc1OCc1nc2c3cnn(C)c3ncn2n1	0.4	2	-11	3	-3	0	4	2	0	-9
Cc1ccc(C(=O)O)cc1NC(=S)NC(=O)c1ccc(-c2ccccc2)cc1	0.3	2	-2	8	-2	-2	2	8	2	-7
CCc1nn2c(=O)c(S(=O)(=O)Nc3ccc(Cl)cc3)c(C)nc2s1	0.0	2	10	1	-1	-8	0	8	-2	-8
COc1ccc(CN2CCNC(=O)C2CC(=O)NCc2cn[nH]c2-c2ccccc2)c(F)c1 (configuration not stated)	0.1	-9	0	1	-2	-7	0	-6	-4	-1
Cc1c(C(=O)Nc2cccc3cccnc23)oc2ccccc12	-0.2	-4	-5	4	6	8	-6	6	-1	12
C=C(C)Cn1c(SCC(=O)O)nnc1-c1ccc(OC)cc1	-0.1	1	1	-1	-2	0	2	-8	0	-2
O=C(CCC(=O)OCc1cccc([N+](=O)[O-])c1)Nc1ccc(F)cc1	-0.3	-1	3	0	1	0	5	0	1	-4
COCCN(C(=O)COC(=O)c1cccs1)c1c(N)n(Cc2ccccc2)c(=O)[nH]c1=O	-0.2	-6	-2	-4	2	-6	-2	2	-1	-6

# Quoted at random: two entries already listed, in no set order.
Compound	proKLK7 act	PLCb3 inh	ASAP1 inh	Tn6 DDE FP	Rev-erbA mod	sPLA2-III inh	PLCg1 inh	ARFGAP1 inhibitor	UHRF1 binding	DDE Tn7 FP inh
OC(C#CCN1CCOCC1)c1cccs1 (configuration not stated)	-0.2	1	6	6	0	5	1	7	-1	-2
Cc1ccc(SCCNC(=O)c2ccc([N+](=O)[O-])c(C)c2)cc1	0.0	-9	5	2	2	-4	1	13	2	-4

# The listing picks up with the two entries that preceded the break.
Compound	proKLK7 act	PLCb3 inh	ASAP1 inh	Tn6 DDE FP	Rev-erbA mod	sPLA2-III inh	PLCg1 inh	ARFGAP1 inhibitor	UHRF1 binding	DDE Tn7 FP inh
O=C(CCC(=O)OCc1cccc([N+](=O)[O-])c1)Nc1ccc(F)cc1	-0.3	-1	3	0	1	0	5	0	1	-4
COCCN(C(=O)COC(=O)c1cccs1)c1c(N)n(Cc2ccccc2)c(=O)[nH]c1=O	-0.2	-6	-2	-4	2	-6	-2	2	-1	-6
O=C(CC(c1ccccc1)(c1ccccc1)c1ccccc1)N[C@@H](Cc1ccc(O)cc1)C(=O)O	-0.3	3	-14	4	-1	-27	2	0	4	0
O=C1Nc2c(Br)cc(Br)c3cccc1c23	0.7	-147	6	-6	-1	4	-120	21	-1	-2
O=C(Nc1ccccc1)c1ccccc1OCC(O)CN1C(=O)c2ccccc2S1(=O)=O (configuration not stated)	1.4	-4	1	-5	6	-7	1	12	3	6
CCSc1nnc(NC(=O)c2csc3c2CCCC3)s1	0.0	-3	0	-4	12	5	-1	11	1	-7
COc1ccc(NC(=O)Cn2c(CCC(=O)O)ccc2-c2ccc(C)cc2)cc1	0.7	-36	10	-8	4	-15	-21	-4	5	-2
CCS(=O)(=O)N1CCC(NC(=O)C2CCCCC2)CC1	-0.5	2	3	4	4	0	2	-2	-4	-6
CO/N=C/c1ccc(N2CCCC2)c([N+](=O)[O-])c1	-0.5	1	-9	-3	4	5	1	10	-1	0
COc1ccc(C(=O)Nc2nc3ccc(OC)cc3s2)cc1	-56	-96	9	-6	11	-8	-59	17	-8	-1
Cn1c(N2CCCCC2)cc(=O)n(C)c1=O	0.2	1	1	2	3	1	1	1	-1	-9
COC(=O)c1sc2nc(CSc3ccc(Br)cc3)[nH]c(=O)c2c1C	-0.6	-9	-9	-5	-3	-12	1	-9	-2	-3
Cc1ccc2nc(-c3ccccc3)cc(C(=O)NNC(=O)c3csc(N4CCOCC4)n3)c2c1	-0.3	-17	12	-8	10	-8	-6	-1	-1	-7
C=CCN(c1ccccc1)S(=O)(=O)c1cccc(C(=O)NCC(c2cccs2)N2CCOCC2)c1 (configuration not stated)	0.1	-5	-4	5	5	-7	-1	12	-2	3
CCN1CCc2c(OCC(=O)Nc3cccc(C)c3)cccc2C1=O	-0.5	-4	4	1	-2	-7	-2	-8	-1	-3
CC1=NN(c2ccccc2)C(=O)C1C(=S)SC1CC(=O)NC1=O (configuration not stated)	-1.3	0	10	2	11	7	5	2	-7	1
O=C(NCc1ccccc1)c1cccc(NC(=O)C2CCC2)c1	0.0	1	6	-3	-1	3	1	2	-2	2
COc1ccc(N2CCN(C(=O)c3ccc4c(c3)CCN4S(=O)(=O)c3ccccc3)CC2)cc1	0.6	-8	0	1	0	-8	2	6	0	8
O=C(c1cccs1)N1C[C@H](n2cc(C3CC3)nn2)[C@@H](O)C[C@@H]1c1ccc(Cl)cc1	-0.3	-1	-6	1	2	-2	3	8	5	0
COc1ccc(C)cc1NC(=O)c1cnc2scc(C)n2c1=O	0.3	-9	-2	7	27*	0	-10	-4	-3	3
Cn1c(SCC2CCCO2)nnc1-c1cccc([N+](=O)[O-])c1 (configuration not stated)	0.1	-2	10	-3	-6	0	3	0	-1	0
Cc1ccc(C(=O)N(C)CC(=O)Nc2ccc(Cl)c(C(F)(F)F)c2)cc1S(=O)(=O)N1CCCCC1	-0.3	-5	8	-11	2	-17	-2	17	-1	1
CC(C)c1ccc(S(=O)(=O)c2cnc(=S)[nH]c2N)cc1	-0.4	-3	-2	-2	-4	-9	3	-4	-1	-2
CC(C(=O)NCc1cccs1)n1cccc1 (configuration not stated)	-0.2	-2	8	-5	6	-5	-2	-4	-2	-6
COc1ccccc1/C=N\NC(=O)c1ccc(COc2ccc(C)c(C)c2)o1	-0.4	-14	2	5	-3	-11	-3	-3	0	-3
O=C(CN1C(=O)c2ccccc2C1=O)NC1(C(=O)O)CCCC1	0.0	8	-3	4	1	-4	2	-9	0	-5
O=C(N/N=C/c1ccc(O)cc1)/C(=C/c1ccc([N+](=O)[O-])cc1)NC(=O)c1ccccc1	0.8	0	2	0	0	-15	-3	-2	-2	4
O=C(/C=C/c1ccc(N2CCCCC2)c([N+](=O)[O-])c1)c1ccc(O)cc1	-0.2	4	11	1	1	-39	7	8	-3	4

# Complete entries as entered above. Order of values: proKLK7 act	PLCb3 inh	ASAP1 inh	Tn6 DDE FP	Rev-erbA mod	sPLA2-III inh	PLCg1 inh	ARFGAP1 inhibitor	UHRF1 binding	DDE Tn7 FP inh
# O=C(NCc1ccccc1)c1cccc(NC(=O)C2CCC2)c1 is listed with 0.0	1	6	-3	-1	3	1	2	-2	2
# COc1ccc(NC(=O)Cn2c(CCC(=O)O)ccc2-c2ccc(C)cc2)cc1 is listed with 0.7	-36	10	-8	4	-15	-21	-4	5	-2
